Screens as filed in PubChem BioAssay.
HCMV inh: human cytomegalovirus inhibition; 410,000 tested, 4.5% active; activity change, negative = inhibition, % at 57.5 µM; AID 1259415; HFF cells, HCMV-luciferase reporter, 72 h; stronger effect = lower value; in the data active means activity change below about -60%; inconclusive means no clear call, values can overlap the other calls; inactive means above about -39%
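HFF cells seeded 16 h at 37C, treated with compounds, infected with luciferase-reporter HCMV at MOI 1 PFU/cell; luciferase read at 72 h post infection, normalized to buffer-only and Salinomycin controls.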
Sm TGR block: blocks Schistosoma mansoni thioredoxin glutathione reductase; AID 485364; purified TGR, DTNB reduction, TNB absorbance 405 nm; Q962Y6; Potency, µM (series often up to 114 µM), for the others: at the highest dose activity change, negative = inhibition, usual class: inhibitors; 360,000 tested, 3% active; further: potency means the concentration at half of the fitted maximal effect; nearly all actives have a fitted effect of over 60% in size
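First, TGR (20 nM dispensed) and NADPH were mixed with compound. Second, a 15 min room-temperature incubation followed. Third, further NADPH and then DTNB were added to start the reaction. Finally, TNB absorbance was monitored kinetically.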
Giardia FBPA inh: blocks Giardia fructose-bisphosphate aldolase activity. Potency, µM (doses to about 59.6 µM), inactives show top-dose activity, negative = inhibition, usual class: inhibitors. A8B2U2. 290,000 tested, 0.71% active. purified Giardia FBPA; further: potency means the concentration at half of the fitted maximal effect; nearly all actives have a fitted effect of over 55% in size
Target sequence (A8B2U2 whole entry, looked up): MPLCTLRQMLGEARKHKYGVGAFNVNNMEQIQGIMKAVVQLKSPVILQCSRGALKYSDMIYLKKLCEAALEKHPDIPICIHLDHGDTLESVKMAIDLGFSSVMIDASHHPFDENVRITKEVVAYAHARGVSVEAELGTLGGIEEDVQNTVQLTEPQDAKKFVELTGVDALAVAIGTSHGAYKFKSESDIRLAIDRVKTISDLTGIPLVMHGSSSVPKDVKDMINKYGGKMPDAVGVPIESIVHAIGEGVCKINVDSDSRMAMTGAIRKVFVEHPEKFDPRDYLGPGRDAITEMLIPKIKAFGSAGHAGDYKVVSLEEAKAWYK
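Giardia FBPA (40 nM reagent) was preincubated 10 min at RT with compound (up to 57.5 uM final), then substrate plus GAPDH/TPI/NAD/arsenate coupling system with diaphorase/resazurin was added; resorufin fluorescence (525/598 nm) was read after 20 min.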
AmpC detergent: inhibitors of E. coli AmpC beta-lactamase with detergent; AmpC hydrolysis of nitrocefin, absorbance 480 nm, 0.01% Triton; Potency, µM (top dose mostly 114 µM), inactives show at the highest dose activity change, negative = inhibition, most hits filed as inhibitors; AID 485294; 370,000 tested, 0.041% active;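 further: potency means the concentration at half of the fitted maximal effect; 0% = no-compound wells and -100% = no-enzyme wells; nearly all actives have a fitted effect of over 25% in size; some results filed as inactive show a strong effect at the top dose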
Target sequence (P00811 whole entry, looked up): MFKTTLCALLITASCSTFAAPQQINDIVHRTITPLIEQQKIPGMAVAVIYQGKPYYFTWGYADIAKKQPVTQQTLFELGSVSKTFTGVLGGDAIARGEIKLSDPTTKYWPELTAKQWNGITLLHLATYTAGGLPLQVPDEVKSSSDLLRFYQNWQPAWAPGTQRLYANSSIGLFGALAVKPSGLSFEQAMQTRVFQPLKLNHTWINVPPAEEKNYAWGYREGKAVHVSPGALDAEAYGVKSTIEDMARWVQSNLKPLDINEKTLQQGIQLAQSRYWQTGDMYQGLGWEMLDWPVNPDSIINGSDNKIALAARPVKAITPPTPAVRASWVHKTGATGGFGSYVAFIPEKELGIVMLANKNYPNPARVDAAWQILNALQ
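AmpC (5.3 nM in the dispensed reagent) in 20 mM phosphate pH 7.0 with 0.01% (detergent screen) or 0.0001% Triton X-100 was preincubated with compounds for 15 min at room temperature. Nitrocefin was then added from an 800 uM solution, and hydrolysis was followed at 480 nm.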
HCV inhibitor: blocks hepatitis C virus; 340,000 tested, 3.4% active; AID 651820; Huh7.5.1 HCVcc-Cre infection, luciferase reporter, 44 h; Potency, µM (series often up to 41.8 µM), without a hit: at the top dose activity change, negative = inhibition, hits mostly inhibitors; further: potency means the concentration at half of the fitted maximal effect
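Whole-lifecycle infectious HCVcc-Cre system; cells 1,000/well, compound then virus (~0.5 moi) added 4 h after plating, 44 h culture. Luciferase read 15 sec following 15 min substrate incubation, room temp.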
AMA1 RON2 block: inhibitors of Plasmodium falciparum AMA1-RON2 interaction; AlphaScreen AMA1-biotinylated RON2 peptide binding; Potency, µM (series often up to 58.2 µM), for inactives: at the top dose activity change, negative = inhibition, usual class: inhibitors; 360,000 tested, 0.2% active; AID 720542;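 further: potency means the concentration at half of the fitted maximal effect; 0% = vehicle wells and -100% = peptide control; nearly all actives have a fitted effect of over 45% in size; some results filed as inactive show a strong effect at the top dose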
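AMA1 (3D7) with his tag at 25 nM final met compounds first, then biotinylated RON2 peptide at 25 nM; detection used donor plus acceptor beads, 10 µg/mL apiece, read by AlphaScreen after 30 min at room temperature.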
* hit, by the source's call; ? = inconclusive; . = not tested or not shown; & = joins results of further samples; [ ] = another dose, or the depositor's remark. Unless noted, the call rests on the fitted dose curve; in most records, active means well fitted curve in the direction sought with a large enough effect; inconclusive means small, poorly fitted or top-dose-only effect, or another doubt; inactive means no such curve, though single readings can be large; an effect the other way counts as inactive or inconclusive. Unless noted, on the % scale 0 is the no-effect control and ±100 the full control effect.

SMILES	HCMV inh	Sm TGR block	Giardia FBPA inh	AmpC detergent	HCV inhibitor	AMA1 RON2 block
O=C(/C=C/c1c(Cl)cccc1Cl)N1CCN(c2ncccn2)CC1	-8.6	-6.9%	1.3%	-10.5%	-6.5%	-5.0%
O=C(CSCc1ccccc1)N/N=C/c1cc2c(cc1Br)OCO2	-72.9*	-14.0%	5.7%	?	?	40.8%[activator]
S=C(Nc1cccc(Cl)c1)N1CCN(Cc2ccccc2)CC1	-30.2	-0.2%	3.2%	0.5%	6.6%	-2.4%
COc1ccc(NC(=O)CC2C(=O)N(c3ccccc3)C(=O)N2CCc2sccc2C)cc1 (centres undefined)	2.2	8.1%	.	1.6%	.	.
COCC(=O)OC1CCn2c1nc1c2C(=O)C(C)=C(NC(C)=O)C1=O (centres undefined)	-79.2*	.	.	.	14.1µM*	4.4%
CCN1C(=O)[C@@H]2[C@H](C1=O)[C@@H]1C(=O)Nc3ccccc3C(=O)N1[C@@H]2c1cccc(Cl)c1	.	-1.4%	-7.5%	-14.3%	13.2%	4.5%
O=C(Nc1cccc(Cl)c1)c1nc[nH]c1C(=O)NCc1ccccc1	-39.1	-9.9%	.	4.4%	23.2%	124.4%[activator]
COc1ccc(/C(O)=C/C(=O)C(=O)NNC(=O)C(O)(c2ccccc2)c2ccccc2)cc1	-2.8	14.7%	21.1%	-0.1%	-7.5%	30.2%[activator]
O=C(Nc1ccccc1)Nc1ccc2snnc2c1	10.8	-0.3%	-5.1%	0.7%	11.2µM*	2.6%
Cc1[nH]n(-c2ccc(Br)cc2)c(=O)c1C=Nc1ccc(S(=O)(=O)Nc2nccs2)cc1	52.7	-0.8%	3.4%	?	46.6%[activator]	26.0%
Cc1cc(Br)ccc1NC(=O)CNC(=O)CSc1n[nH]c(N)n1	56.5	0.8%	3.9%	-0.5%	7.5%	10.8%
Cn1c(=O)cc(OCCCC(=O)Nc2ccc(F)cc2)c2ccccc21	-27.5	7.4%	.	2.2%	.	.
CCOC(=O)/C(C#N)=C(\N)C(C)C(=O)Nc1ccccn1 (centres undefined)	28.6	-3.0%	5.5%	-12.3%	-3.3%	13.1%
CN(c1ccc(C(=O)NCCSCc2ccccc2)cc1)S(=O)(=O)c1ccccc1	23.3	-6.1%	-2.2%	-9.6%	?	-1.0%
S=c1[nH]nc(-c2cc(-c3ccccc3)n[nH]2)n1/N=C/c1ccc(Cl)c(Cl)c1	13.6	7.2%	2.5%	0.3%	8.2%	56.6%[activator]
O=c1[nH]c(-[n+]2ccccc2)c(/C=N/NC([S-])=Nc2ccccc2)s1	22.1	-4.1%	5.9%	-14.8%	3.0%	39.7%[activator]
COc1ccccc1-c1c(C)oc2c(CN3CCN(C)CC3)c(O)ccc2c1=O	25.2	-10.2%	-0.4%	?	2.6%	13.1%
Cc1ccc(N=C2C(=O)Nc3ccccc32)c(C)c1	?	0.0%	-4.8%	0.6%	22.2%	24.2%
Cc1ccc(S(=O)(=O)N2CCCCC2)cc1NC(=O)Cn1ccsc1=N	-25.8	3.9%	-0.5%	-8.0%	4.7%	1.9%
Cc1oc2c(c1C(=O)Nc1ccc(F)c(F)c1)C1=NCCN1C=N2	-2.2	-3.9%	.	29.2%	.	.
Cc1ccc(CN(CC(=O)NC2CCCC2)C(=O)CSc2nnc(COc3ccccc3)o2)cc1	41.8	-11.1%	5.4%	-3.0%	?	-3.3%
Cc1ccc(-c2cc(C(=O)O)n(-c3ccc(S(N)(=O)=O)cc3)n2)cc1	3.2	9.1%	13.9%	1.9%	12.2%	-4.3%
COCCOC(=O)c1[nH]c2c(c1C)C(=O)CC(c1ccc(OC)cc1)C2 (centres undefined)	8.1	6.4%	15.7%	-8.5%	-18.2%	-5.0%
CC(=O)c1ccc(NC(=O)CCn2c(=S)oc3ccccc32)cc1	-25.6	7.8%	3.7%	3.3%	18.3%	2.0%
O=C(C1CC1)N1CCN(c2ccc([N+](=O)[O-])cc2)CC1	-14.9	.	.	.	-4.8%	0.0%
Continued.
SMILES	HCMV inh	Sm TGR block	Giardia FBPA inh	AmpC detergent	HCV inhibitor	AMA1 RON2 block
CCOC(=O)C(C(=O)N(C)C)c1ncc(C(F)(F)F)cc1Cl (centres undefined)	31.0	0.0%	5.1%	-9.4%	-6.7%	-6.7%
CCn1c2ccccc2c2nnc(SCCN3CCCCC3)nc21	?	-19.6%&1.2%	-2.0%	-7.7%&8.9%	?	1.7%
Cc1ccc(C(=O)N(Cc2nnc(-c3ccc(Cl)cc3)o2)C2CC2)o1	-9.1	-11.4%	.	-11.9%	?	2.4%
CC1(C)Cc2ccccc2C(=C(C#N)C#N)N1	-1.9	-12.2%	6.0%	-0.9%	2.6%	-1.0%
Cc1ccc2c(c1)N=C(c1ccccc1)CC(C(Cl)Cl)=N2	56.9	15.8µM*	?	-1.2%	?	60.1%[activator]
CCOc1ccc2[nH]c(=O)c(CN(CCN3CCOCC3)Cc3nnnn3C(C)(C)CC)cc2c1	-5.9	-5.6%	-4.3%	-4.7%	-4.3%	24.7%
CC(C)(C)c1ccc(C(=O)N2CCN(CCNC(=O)C(=O)NCc3ccc(Cl)cc3)CC2)cc1	.	-0.1%	-0.5%	-0.7%	11.2µM*	-4.5%
CC(C)Cc1nnc(NC(=O)CSc2ncn[nH]2)s1	-11.3	2.9%	-16.6%	0.1%	-23.3%&4.5%	-7.9%
CC(=O)Nc1ccc(NC(=O)C2CCN(C(=O)c3ccc([N+](=O)[O-])cc3)CC2)cc1	-18.5	9.5%	2.7%	-0.5%	10.6%	-11.9%
Cc1ccc(C)c(CN2CCCN(Cc3ccc(F)cc3)S2(=O)=O)c1	0.0	8.3%	.	11.9%	.	.
CCOc1cc(/C=N/NC(=O)c2ccc(-c3csc(Nc4ccc(C)cc4)n3)cc2)ccc1OCC(=O)O	-9.3	-0.2%	-26.6%	-2.0%	-1.2%	0.0%
COC(=O)[C@H]1[C@@H](C)N(CCc2cc(OC)c(OC)c(OC)c2)C(=O)N[C@H]1c1ccccc1	-23.2	.	1.7%[12.9 µM]	.	22.4µM*	-1.7%
CCCCOc1ccc(C(CC(=O)NC)C(=O)O)cc1 (centres undefined)	-5.8	3.0%	6.6%	?	11.1%	15.9%
CCC(CC)NC(=O)Nc1ccccc1C	-6.0	.	8.0%	?	-2.3%	-15.6%
O=C(NCc1ccco1)c1csc(Nc2ccccc2Cl)n1	4.6	-31.6%	-4.4%	-0.5%	?	2.9%
Cn1ncc2c(NNC(=O)c3ccc(Cl)c(Cl)c3)ncnc21	34.4	-12.8%	20.4%	-4.1%	8.3%	100.2%[activator]
COc1cccc(-n2c(N)c(C#N)c3ccc([N+](=O)[O-])cc3c2=O)c1	?	-0.2%	1.0%	-12.9%	2.8%	.
COc1ccccc1OCCNC(=O)C1CC(=O)N(Cc2ccccc2)C1 (centres undefined)	21.6	0.0%	.	-2.6%	16.3%	23.6%
O=C(/C=C/c1ccccc1)N1CCN(c2ccccn2)CC1	12.5	8.3%	3.1%	-9.0%	4.2%	-0.5%
Cc1ccc(C)c(Cn2c(=O)n(CCCCC(=O)NCc3ccccc3Cl)c(=O)c3ccccc32)c1	1.6	2.7%	.	24.6%	.	.
CCc1ccc2[nH]cc(C(=O)N3CCCCCC3)c(=O)c2c1	2.9	5.4%	2.8%	-8.9%	9.7%	1.8%
CCOc1ccccc1NC(=O)N1CCN(Cc2cc(=O)n3nc(-c4ccc(C)cc4)sc3n2)CC1	7.9	-0.6%	.	3.1%	.	.
N/C(COc1ccccc1)=N\NC(=O)c1cccnc1Oc1ccccc1	55.2	-13.5%	5.5%	?	-17.4%	110.0%[activator]
CCOc1ccc(CC(=O)C2C(=O)CC(C)(C)CC2=O)cc1OCC	51.0	12.6µM*	-2.4%	?	6.1%	10.1%
CCCCOC(=O)CCc1nc2ccccc2[nH]1	?	0.0%	-19.6%	?	-6.5%	12.4%
(cont.)
SMILES	HCMV inh	Sm TGR block	Giardia FBPA inh	AmpC detergent	HCV inhibitor	AMA1 RON2 block
COc1ccccc1C1SCC(=O)Nc2c1c(C)nn2-c1cccc(C)c1 (centres undefined)	-13.7	0.8%	.	1.3%	.	.
Cc1cc(C)n(CC(O)Cn2c3ccccc3c3ccccc32)n1 (centres undefined)	-3.0	17.8%	-21.0%	4.9%	?	-9.1%
O=C1C=C(c2ccc(F)c(Cl)c2)C[C@@H](c2ccc(F)cc2)C1	42.6	2.4%	.	-5.2%	-15.9%	8.2%
CCOc1ccc(Nc2ccc(N3C(=O)CCC3=O)cc2[N+](=O)[O-])cc1	12.9	-7.4%	2.7%	-6.5%	5.2%	-9.3%
COc1ccc(S(=O)(=O)N2CCC(N3CCN(Cc4ccccc4)C(=O)C3=O)CC2)cc1	-6.0	-2.2%	.	0.2%	.	.
Cc1ccccc1-n1nc(SCC(=O)O)sc1=S	-15.8	7.7%	?	-0.4%	17.9%	-2.2%
CC(C)N1CCC(N2CCN(Cc3ccc(-c4ccccc4Cl)o3)CC2CCO)CC1 (centres undefined)	-31.0	7.8%	?	2.5%	3.98µM*	-0.1%
COC(=O)c1ccc(C(C(=O)NCc2ccccc2)N(Cc2cccs2)C(=O)c2cnccn2)cc1 (centres undefined)	3.8	-0.3%	0.2%	-1.1%	12.5%	26.3%
Cc1onc(-c2ccccc2)c1C(=O)N/N=C/c1cccc(O)c1	-31.4	5.3%	-3.0%	-0.7%	1.4%	6.0%
O=C(O)c1cccc(NC(=O)c2ccc3c(c2)C(=O)N(c2cccc([N+](=O)[O-])c2)C3=O)c1	-3.2	2.8%	0.8%	-6.3%	14.6%	-8.1%
Cc1ccc(SCc2noc(C(=O)NCC3CCCO3)c2C(=O)O)cc1C (centres undefined)	-9.0	9.7%	21.5%	-3.1%	25.7%	-3.1%
CC1(C)CC(=O)C=C(c2ccc3c(c2)OCO3)C1	4.4	.	.	.	-18.3%	5.1%
CCOC(=O)C1CCN(C(=O)COC(=O)c2nc3nc(C)cc(C)n3n2)CC1	-2.8	-1.0%	.	0.0%	-0.2%	0.6%
O=C(Nc1ccccc1)c1cnc(-c2ccccc2)nc1-c1ccccc1	24.0	4.2%	1.2%	14.7%	9.6%	-1.2%
Cc1cccc(N2CCN(CC(=O)Nc3nccs3)CC2)c1C	4.3	4.3%	1.1%	?	?	10.7%
CS(=O)(=O)N(CC(=O)N1CCN(Cc2ccccc2)CC1)c1ccc2c(c1)OCCO2	5.0	0.3%	-4.5%	-2.0%	4.2%	-1.5%

At a glance, some entries already given:
SMILES	HCMV inh	Sm TGR block	Giardia FBPA inh	AmpC detergent	HCV inhibitor	AMA1 RON2 block
O=C(/C=C/c1c(Cl)cccc1Cl)N1CCN(c2ncccn2)CC1	-8.6	-6.9%	1.3%	-10.5%	-6.5%	-5.0%
O=C(CSCc1ccccc1)N/N=C/c1cc2c(cc1Br)OCO2	-72.9*	-14.0%	5.7%	?	?	40.8%[activator]
S=C(Nc1cccc(Cl)c1)N1CCN(Cc2ccccc2)CC1	-30.2	-0.2%	3.2%	0.5%	6.6%	-2.4%
COc1ccc(NC(=O)CC2C(=O)N(c3ccccc3)C(=O)N2CCc2sccc2C)cc1 (centres undefined)	2.2	8.1%	.	1.6%	.	.
